# NIH3T3 tox: NIH 3T3 cell cytotoxicity. NIH 3T3 viability, CellTiter-Glo ATP luminescence, 48-72 h. Potency, µM (highest dose often 96.7 µM), inactives show top-dose activity change, negative = cytotoxicity, hits mostly inhibitors. 4.3% of 94,000 active. AID 1345082; note: potency is the fitted concentration of half-maximal effect; nearly all actives have a fitted effect of over 55% in size
#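 Cytotoxicity is measured as loss of cellular ATP: NIH 3T3 cells (400/well) are exposed to compound for 48 or 72 hr at 37 °C, then CellTiter-Glo luminescence is imaged after 10 min at room temperature.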
# GPT2 inh: inhibitors of human GPT2 alanine aminotransferase | Potency, µM (top dose mostly 57.7 µM), for inactives: top-dose activity change, negative = inhibition, usual class: inhibitors | Recombinant GPT2, coupled pyruvate oxidase/HRP Amplex Red fluorescence | 0.25% of 100,000 active; note: potency is the fitted concentration of half-maximal effect; nearly all actives have a fitted effect of over 60% in size; many of its hits are not listed in these tables
#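 Recombinant GPT2 (10ng/uL) with 250uM a-KG and 2mM L-alanine, 30 min at room temperature, in HEPES pH 7.5 buffer. Pyruvate detected by pyruvate oxidase/HRP/Amplex Red fluorescence after 30 min in the dark; AOA (50uM) as positive control.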
# SNCA expr inh: inhibitors of alpha-synuclein (SNCA) gene expression. Potency, µM (doses to about 57.2 µM), for the others: top-dose activity change, negative = inhibition, hits mostly inhibitors. HEK-293 SNCA-luciferase knock-in, luminescence, 24 h. 0.17% of 140,000 active. AID 1671194;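 note: potency is the fitted concentration of half-maximal effect; plate controls were DMSO cells for no effect and cell-free wells for full effect; nearly all actives have a fitted effect of over 45% in size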
# IP6K1 inh: blocks human inositol hexakisphosphate kinase 1. AID 1645851. Q92551. activity change, % (series mostly up to about 58 µM). 0.81% of 140,000 active. IP6K1 kinase, ADP-Glo luminescence, 2 h; hits give low values; in the data active = activity change below about -25%
# Target sequence (Q92551 whole entry, looked up): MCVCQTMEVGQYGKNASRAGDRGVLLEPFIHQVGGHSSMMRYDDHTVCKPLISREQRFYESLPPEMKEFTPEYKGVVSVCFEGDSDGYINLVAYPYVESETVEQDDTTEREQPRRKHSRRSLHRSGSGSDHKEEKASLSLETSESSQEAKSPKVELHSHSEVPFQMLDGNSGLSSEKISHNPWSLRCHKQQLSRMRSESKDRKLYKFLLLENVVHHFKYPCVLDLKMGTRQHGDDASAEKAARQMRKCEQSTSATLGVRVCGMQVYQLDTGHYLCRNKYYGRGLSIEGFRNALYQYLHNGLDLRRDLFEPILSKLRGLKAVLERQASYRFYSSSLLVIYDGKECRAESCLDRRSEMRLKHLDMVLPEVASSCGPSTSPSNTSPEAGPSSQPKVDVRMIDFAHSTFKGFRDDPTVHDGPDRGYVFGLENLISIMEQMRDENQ
#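 ADP-Glo luminescence measures ADP made by human IP6K1 during a 2 h RT reaction with ATP/IP6 (mix at 1.3 mM/130 uM); top library doses 57.5 and 19.1 uM final.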
# HEK293 viab: cell viability loss counter-screen; HEK-293-SNCA-luc viability, GF-AFC fluorescence, 24 h; Potency, µM (doses to about 57.1 µM), for the others: at the highest dose activity change, negative = cytotoxicity, actives largely listed as cytotoxic; 0.12% of 150,000 active; AID 1671193;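 note: potency is the fitted concentration of half-maximal effect; 0% = DMSO-treated cells and -100% = medium-only wells without cells; nearly all actives have a fitted effect of over 30% in size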
#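 HEK-293-SNCA-luc cells (1500/well) plated 24 h, then exposed 24 h to a dilution series; GF-AFC added 30 min at 37C, fluorescence 405/540 nm; normalised to medium-only and DMSO wells, Hill fit.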
# HEK293 tox: cytotoxic compounds in HEK 293 cells; HEK 293 viability, ATP luminescence (CellTiter-Glo), 48-72 h; Potency, µM (top dose mostly 115 µM), for inactives: top-dose activity change, negative = cytotoxicity, hits mostly inhibitors; 6.6% of 94,000 active; note: potency is the fitted concentration of half-maximal effect; nearly all actives have a fitted effect of over 60% in size
#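 Luminescence from cellular ATP, measured with CellTiter-Glo, indicates HEK 293 viability. Cells plated at 250 cells/well are treated with compound for 48 or 72 hr at 37 degree Celsius before reagent addition.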
# FLuc inh: Photinus pyralis luciferase inhibition; AID 1347043; Potency, µM (titrated, usually from 115 µM), inactives show at the top dose activity change, negative = inhibition, hits mostly inhibitors; purified P. pyralis luciferase, luminescence, biochemical; 2.5% of 76,000 active; note: potency is the fitted concentration of half-maximal effect; nearly all actives have a fitted effect of over 65% in size
# Target sequence (P08659 whole entry, looked up): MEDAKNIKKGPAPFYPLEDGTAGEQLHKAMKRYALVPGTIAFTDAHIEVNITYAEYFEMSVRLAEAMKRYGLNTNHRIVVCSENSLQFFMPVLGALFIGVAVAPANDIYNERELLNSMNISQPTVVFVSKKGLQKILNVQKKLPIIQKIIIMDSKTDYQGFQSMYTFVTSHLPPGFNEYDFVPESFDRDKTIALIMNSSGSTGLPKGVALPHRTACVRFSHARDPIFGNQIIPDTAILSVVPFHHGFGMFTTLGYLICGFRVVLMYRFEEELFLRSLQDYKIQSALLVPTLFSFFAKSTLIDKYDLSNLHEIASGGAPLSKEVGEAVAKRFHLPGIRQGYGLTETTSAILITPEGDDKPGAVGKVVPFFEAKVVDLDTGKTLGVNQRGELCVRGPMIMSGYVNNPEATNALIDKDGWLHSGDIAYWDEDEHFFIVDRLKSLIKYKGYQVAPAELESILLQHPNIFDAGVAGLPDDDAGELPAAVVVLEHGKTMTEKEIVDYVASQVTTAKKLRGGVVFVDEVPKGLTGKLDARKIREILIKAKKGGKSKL
#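 Luminescence read by CCD imager after adding enzyme (10nM final) to wells holding compound, titrated in qHTS. Substrates 10uM each D-luciferin and ATP; buffer 50mM Tris acetate pH 7.5, 10mM Mg acetate, Tween-20, BSA.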
# * hit, by the source's call; i = inactive; ? = inconclusive; · = not tested or not shown; & = joins results of further samples; [ ] = remark or other dose. Unless noted, calls come from the whole dose curve; as a rule, active = well fitted curve in the direction sought with a large enough effect; inconclusive = small, poorly fitted or top-dose-only effect, or another doubt; inactive = no such curve, though single readings can be large; an effect the other way counts as inactive or inconclusive. Unless noted, % is set by controls: 0 for no effect and ±100 for the full control effect.
SMILES,NIH3T3 tox,GPT2 inh,SNCA expr inh,IP6K1 inh,HEK293 viab,HEK293 tox,FLuc inh
CN1CCN(C(c2ccc(F)cc2)c2sc3nc(-c4ccco4)nn3c2O)CC1 (configuration not stated),·,·,?,8,-2%,·,·
Cc1csc(-c2nnc(Nc3ccc(Oc4ncccc4-c4ccnc(N)n4)cc3)c3ccccc23)c1,·,?,-9%,5,-7%&-1%,·,·
COCc1nncn1C1CCN(S(=O)(=O)c2cc(Cl)ccc2OC)CC1,-3%,0%,-12%,2,?,-3%,0%
COc1cccc(Nc2ncc(-c3ccccc3OC)c3c2OCC3)c1,?,-21%[88.5 µM],102%[activator][87.6 µM],-20,-11%[87.6 µM],?,-14%[172 µM]
O=C(c1cccnc1)N1CCC(Oc2cccc(F)c2)C1 (configuration not stated),-11%,i,6%,34,10%,-3%,-27%
OCC1CN(C2CCC2)CC12CCN(Cc1ccc(F)cc1)CC2 (configuration not stated),?,-2%,-25%,6,-4%[12.5 µM],45µM*,2%
CCC(=O)N1CCCCCNC(=O)[C@@H]2CCC[C@@H]21,-16%,?,-12%,-9,9%,-13%,-12%
COc1ccc(/C=C/C(=O)O[C@@H]2[C@@H](O)[C@H](C)O[C@@H](OC3C4C=COC(O[C@@H]5O[C@H](CO)[C@@H](O)[C@H](O)[C@H]5O)C4C4(CO)OC34)[C@@H]2O)cc1OC (some centres not stated),·,-6%[17.1 µM],·,-1,2%[23.9 µM],·,·
NC(=O)[C@@H](Cc1c[nH]c2ccccc12)NC(=O)[C@H]1CN(C(=O)c2cccc(F)c2)CCN1C(=O)c1cccs1,-1%,3%,9%,-5,-2%,-4%,3%
Cc1cc(C)n2c(Nc3ccc4c(c3)OCCO4)c(-c3ccc(Cl)cc3)nc2n1,·,·,1%,18,-7%,·,·
COCCc1noc([C@@H]2CC(F)(F)CN2C(=O)c2ccc(C)cn2)n1,-1%,-11%,10%,-5,-8%,-4%,-10%
Cc1cn2cc(C(=O)NCc3cn4c(n3)SCC4)ccc2n1,1%,-1%,-6%,4,2%,i,-5%
Cc1ncc2c(c1CNC(=O)CC(C)c1ccccc1)CCNC2 (configuration not stated),-15%,i,?,20,-5%,0%,-11%
Cc1ccc(CN2CCC(N3CCCC(C(=O)NC4CC4)C3)CC2)cc1 (configuration not stated),?,4%,-13%,-7,-9%,-19%,-14%
CC(C)CC1NC(=O)C(C(C)c2ccccc2)NC(=O)C(C(C)C)NC(=O)C(C)NC(=O)CCCNC(=O)C(Cc2c[nH]c3ccccc23)NC(=O)C(C)NC1=O (configuration not stated),·,i,·,-3,7%[23.9 µM],·,·
COc1cccc([S+](=O)([O-])N2CC3ON=C(C(=O)O)C3C2)c1 (configuration not stated),0%,-8%,-10%,-10,-6%,4%,·
Cc1ncsc1CCC(=O)N1CCC2(CCNCC2)CC1,-15%,?,-14%,7,1%,-4%,3%
COC(=O)c1sc(N2C(=O)c3oc4ccc(C)cc4c(=O)c3C2c2ccc(O)c(OC)c2)nc1C (configuration not stated),·,·,-13%,-2,3%,·,·
COc1ccc(CC(=O)N[C@H]2[C@H](O)[C@H](O)C[C@@H]2c2ccc(N3CCOCC3)nc2)cc1,?,-10%[88.5 µM],35%[activator][87.6 µM],11,-2%[87.6 µM],-1%[172 µM],-4%[172 µM]
O=C(NCCc1ccccc1)C1CCc2nnc(C3CCN([S+](=O)([O-])c4ccccc4Cl)CC3)n21 (configuration not stated),-19%,3%,17%,15,-5%[12.5 µM],-8%,·
C=C1C(=O)O[C@H]2[C@@H]1CCC(C)=CCC[C@@]1(C)O[C@@H]21,·,i,?,·,?,·,·
Cn1nccc1C(=O)N1CCC(N2C(=O)C(OCC3CC3)C23CCOCC3)CC1 (configuration not stated),-2%,i,-6%,-10,-13%,i,2%
COc1ccc(NC(=O)Nc2ccc(C)n(CC(=O)Nc3ccc(C)c(C)c3)c2=O)cc1,-28%,-9%,63%[activator],-1,1%,?,0.71µM*
Cc1cc2nc(-c3cccc(NC(=O)COc4ccc(Cl)c(C)c4)c3)oc2cc1C,·,·,47%[activator],-6,-7%,·,·
C[C@H]1CCCN1C(=O)c1nnc(COc2ccc3cccnc3c2)n1-c1cccnc1,?,-4%[88.5 µM],?,-12,-10%[87.6 µM],-16%[172 µM],-8%[172 µM]
CCCc1nc(C(=O)NCc2nc(C)cc(C(F)(F)F)n2)cs1,1%,i,4%,5,-3%,i,9%
O=c1cc(-c2ccccc2)oc2ccccc12,·,?,206%[activator],-30*,22%,·,·
COc1ccc(C(=O)N2CCC3(CC2)OCC(C(=O)NC2CC2)N3C(=O)c2cccc(C)c2)cc1 (configuration not stated),-7%,-1%,7%,20,-2%,-8%,-6%
CN1Cc2ncnc(N3CCC(c4ccccc4)CC3)c2CN(c2ccccc2)C1=O,?,4%,44%[activator],-1,0%,?,5%
COc1ccc(C(=O)N2CCCN(c3cc(-c4ccccc4)[nH]n3)CC2)c(C)c1,?,-25%,?,-7,-6%,?,5%
COCCn1c(=O)n([C@H]2CCCN(C(=O)c3cc(C)n(C)n3)C2)c2ncccc21,-9%,1%,7%,7,-4%,0%,9%
COc1cc(NC(=O)Cn2c(-c3ccc(F)cc3)nc(C)c(CCO)c2=O)cc(OC)c1,-26%,-4%,?,1,?,?,-1%
O=C(O)C1=CC(c2ccc(Br)cc2)n2ncnc2N1 (configuration not stated),·,·,-2%,9,14%,·,·
CCOc1ccc(CNC(=O)CCS(=O)(=O)c2cc3c4c(c2)CCN4C(=O)CC3)cc1,·,·,16%,-14,-7%,·,·
Cc1cc(C)cc(NC(=O)Cn2c(N3CCOCC3)nc(C)cc2=O)c1,-23%,i,22%,2,-3%,?,5%
CCCSc1nnc2c(n1)OC(c1cccs1)Nc1ccc(Br)cc1-2 (configuration not stated),·,·,180%[activator],-14,-2%,·,·
Cc1cc(C#N)c(-c2ccccc2C(=O)N(C(C)C)C(C)C)nc1C,-20%,-16%,-6%,-1,2%,-12%,-5%
CCC(CC)n1c(=O)n(C[C@@H](O)CO)c2cc(C(=O)O)cnc21,i,i,-9%,7,9%,-1%,0%
COCCOCC(=O)NCC12CCC=C1N(C)C(=O)CC2 (configuration not stated),-20%,i,-4%,2,7%,1%,·
COc1ccc(N2CC(c3noc(-c4ccc(N(C)C)cc4)n3)CC2=O)cc1 (configuration not stated),i,i,5%,5,8%,7%,-25%
CCc1ccccc1NC(=O)CSc1nnc(COc2ccccc2Cl)o1,·,·,-7%,-15,-1%,·,·
COc1ccccc1CN[C@H]1[C@H](O)[C@@H](N2CCN(c3ccccc3OC)CC2)[C@@H]2OC[C@H]1O2,-21%,i,-16%,-8,3%,-29%,4%
CCOc1cc(=O)n2c(c1C(=O)N1CCN(c3cccc(Cl)c3)CC1)CCCC2,0%,i,-2%,-2,-6%,-13%,6%
CCN1C(=O)C2CC3(CCN(C(=O)c4cnccn4)CC3)CN2C1=O (configuration not stated),-5%,i,-12%,7,-9%,-1%,-1%
COc1ccc(CCNC(=O)CCc2c(C)nc3nc(C)nn3c2C)cc1OC,·,·,26%,13,1%,·,·

# A run of entries of the results above, as a working copy:
SMILES,NIH3T3 tox,GPT2 inh,SNCA expr inh,IP6K1 inh,HEK293 viab,HEK293 tox,FLuc inh
CCOc1cc(=O)n2c(c1C(=O)N1CCN(c3cccc(Cl)c3)CC1)CCCC2,0%,i,-2%,-2,-6%,-13%,6%
CCN1C(=O)C2CC3(CCN(C(=O)c4cnccn4)CC3)CN2C1=O (configuration not stated),-5%,i,-12%,7,-9%,-1%,-1%
COc1ccc(CCNC(=O)CCc2c(C)nc3nc(C)nn3c2C)cc1OC,·,·,26%,13,1%,·,·

# Rewritten bar-delimited: part of the list above
Molecule | NIH3T3 tox | GPT2 inh | SNCA expr inh | IP6K1 inh | HEK293 viab | HEK293 tox | FLuc inh
CCCSc1nnc2c(n1)OC(c1cccs1)Nc1ccc(Br)cc1-2 (configuration not stated) | · | · | 180%[activator] | -14 | -2% | · | ·
O=C(O)C1=CC(c2ccc(Br)cc2)n2ncnc2N1 (configuration not stated) | · | · | -2% | 9 | 14% | · | ·

# Further entries.
SMILES,NIH3T3 tox,GPT2 inh,SNCA expr inh,IP6K1 inh,HEK293 viab,HEK293 tox,FLuc inh
CC(=O)N1CCC(Cc2ncc(C)n2CC2CC2)C1 (configuration not stated),-5%,-6%,0%,-14,-5%,-5%,-12%
Cc1ccc(NC(=O)N2CCC(CCNC(=O)c3cccc(F)c3)CC2)cc1F,-18%,-13%,87%[activator],10,-2%,3%,-24%
CNC(=O)c1onc(-c2ccc(Cl)cc2)c1[C@H](C)O,-36%[174 µM],-7%[88.5 µM],1%[87.6 µM],-11,-4%[87.6 µM],-32%[230 µM],-2%[230 µM]
O=C(Nc1cccc2ccccc12)O[C@@H]1CO[C@H]2[C@@H]1OC[C@@H]2Nc1nccc(-c2ccccc2)n1,-25%,-8%,?,2,-13%,?,0%
CCCSc1ncc(Cl)c(C(=O)N(Cc2ccc(Cl)cc2)Cc2ccco2)n1,·,·,?,12,-9%,·,·
COc1ccc(NC(=O)CSC2=Nc3ccccc3C3=NC(CCC(=O)NCc4ccco4)C(=O)N23)cc1 (configuration not stated),·,·,5%,-12,3%,·,·
O=C(NCCc1ccccc1)N1CCc2nn(Cc3ccccc3)c(=O)n2CC1,-17%,i,-4%,1,-3%,i,9%
COc1cccc(N2C(=O)NC(=NC3CCCCC3)C23CCN([S+](=O)([O-])c2c(C)noc2C)C3)c1 (configuration not stated),-14%,i,-16%,1,-25%,-46%,6%
O=C1OCC2(CCN(Cc3ccn[nH]3)C2)N1CCN1CCOCC1 (configuration not stated),·,-8%[88.5 µM],3%[87.6 µM],-3,6%[87.6 µM],·,·
COc1ccc(-c2nc3cc(C)ccn3c2NC(=O)c2cccc(F)c2)cc1,·,·,66%[activator],-21,?,·,·
Cc1ccc(NC(=O)N2CCc3c([nH]c4ccccc34)C2c2ccccc2F)c(Cl)c1 (configuration not stated),·,·,39%[activator],7,11%,·,·
Cc1ccc(CNC(=O)c2cc(NC(=O)C(C)C)cc3nc(C)ccc23)cc1,-13%,-10%,3%,12,8%,-24%,-20%
CCNC(=O)Nc1ccc([C@H]2OCC(=O)N(Cc3ccc(F)cc3)[C@@H]2CO)cc1,-17%[138 µM],1%[88.5 µM],-25%[87.6 µM],1,9%[87.6 µM],-17%[172 µM],-9%[172 µM]
O=C(NCc1ccccc1F)c1cc2n(n1)CC(c1ccc(Cl)cc1)OC2 (configuration not stated),?,-8%,-22%,-7,0%,?,2%
Cc1ccc(C)c(N2CCN(S(=O)(=O)c3ccc(C4CCCCC4)cc3)CC2)c1,·,·,-7%,-1,6%,·,·
CCC(=O)N1CCCC1c1nc(CCOCC2CCOCC2)no1 (configuration not stated),5%,i,10%,15,7%,i,-2%

# Compound activity (PubChem)
